ER stress rescue: protection against thapsigargin-triggered cell killing – 384-well, CSM14.1, ATP luminescence, primary screen (AID 1222); CSM14.1 thapsigargin-induced death rescue, ATP luminescence; higher % means a stronger effect; one-dose cellular ATP content (survival), % at 20 µM; EC50 in µM for titrated hits; 190,000 tested, under 10 active;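 active = EC50 below 50 µM in the dose-response confirmation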;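 note: death triggered by thapsigargin at about 15 µM added after 2 h compound pretreatment; cell ATP read after overnight thapsigargin exposure of roughly 18 to 22 hours; normalized against plate controls of thapsigargin alone and 5% DMSO vehicle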
MT stabilize HCS: stabilizes microtubules in HeLa cells. HeLa tubulin immunostaining HCS, 24 h; share of cells brighter than vehicle mean+2SD. % tubulin-high responders, % at 10 µM. 200,000 tested, 0.83% active. AID 2205;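 active = plate Z-score above 3 for both tubulin-high and condensed-nucleus cell shares, with cell loss under 80%, at 10 µM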;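 note: anti alpha tubulin signal scored within the nucleus-defined area of each cell; some results filed as inactive read as strong as hits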
UTI89 phage lysis: protection from phage-mediated lysis, alamar blue read-out – E. coli UTI89, K1F phage, bacterial capsule biogenesis inhibitors (AID 488966) | E. coli UTI89 K1F phage lysis, alamar blue, 2 h; higher % means a stronger effect | one-dose inhibition, % at 100 µM; IC50 in µM for titrated hits | 340,000 tested, 0.02% active;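 active = phage lysis inhibition, versus mean bacterial control, above a set limit; inconclusive = no clear call, values can overlap the other calls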;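 note: capsule biogenesis inhibitors block K1F phage lysis so surviving cells raise fluorescence; higher fluorescence means more inhibition of phage lysis; actives were called in the ten point dose series up to 300 µM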
b-catenin transl: beta-catenin nuclear translocation modulation; 190,000 tested, 0.3% active; nuclear translocation activity, % at 5 µM; HeLa beta-catenin nuclear translocation, immunofluorescence imaging;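 active = nuclear translocation activity above 50% at 5 µM, with a well cell count of 50 or more; inconclusive = wells under 50 cells across six images, flagged as toxic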;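 note: per-cell ratio of nuclear to cytoplasmic median beta-catenin stain intensity; plate controls were DMSO negative control for no effect and GSK-3 inhibitor IX positive control for full effect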
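Test system: HeLa cells, endogenous beta-catenin; Compound: single 5 µM dose plus 0.02–20 µM confirmation series; Times: compound exposure 24 h at 37°C; Signal: fluorescence imaging of beta-catenin antibody stain plus DAPI; Read-out: % activation, nuclear-to-cytoplasmic median beta-catenin signal ratio per cell.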
Autophagy HCS: modulators of autophagy; MEF GFP-LC3 puncta imaging; test concentration mostly 10 µM; AID 463193; calls only at 10 µM (by protocol); 190,000 tested, 0.98% active;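 active = percentage of spot-positive cells more than 3 SD above its plate mean, without a fluorescence outlier flag or 80% toxicity; inconclusive = no clear call, values can overlap the other calls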;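 note: spot-positive cell cutoff set from DMSO-treated cells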
Dynein transport: blocks dynein driven cargo transport along microtubules; 3617.4 mouse cells, GR-EGFP nuclear translocation imaging; test concentration mostly 20 µM; stimulated with dexamethasone, 1 µM; stronger effect = lower value; z-score, hits read low; 220,000 tested, 0.47% active; AID 1381;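 active = plate z-score of nuclear minus cytoplasmic receptor signal below a set negative limit, without overly bright fluorescence or cell loss, cut at about -3.5 in these data, passing the limit was not always enough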;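 note: z-score of nuclear minus cytoplasmic ring GR-EGFP intensity difference per well; some compounds called inactive have numbers as strong as hits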
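medium = tetracycline-free induction medium containing charcoal-stripped FBS | also added = 1.0 µM final dexamethasone stimulus | schedule = 48 h induction, 1 h compound, 30 min dex at 37 °C | technique = fixed, Hoechst-stained cells imaged at 10x for EGFP | measure = GR-EGFP nuclear translocation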
P. falciparum M1AAP: P. falciparum M1AAP inhibitors, biochemical, fluorogenic H-Leu-NHMec substrate, 1536-well (AID 1445) | recombinant M1AAP, H-Leu-NHMec fluorogenic kinetic assay; higher % means a stronger effect | inhibition, % at 30 µM; hits with a dose series show IC50 in µM | 220,000 tested, 0.42% active;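 active = primary inhibition above the hit cutoff, then over 50% inhibition at one or more dose response concentrations, cut at about 23% in these data, passing the limit was not always enough; inconclusive = conflicting primary data, or primary hits not chosen for dose response; inactive = low primary inhibition, or under 50% at every dose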;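 note: plate controls were DMSO full reaction for no effect and no enzyme background for full effect; strong numbers were not always called active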
P. falciparum M17LAP: P. falciparum M17LAP inhibitors, primary screen, biochemical, fluorogenic H-Leu-NHMec substrate, 1536-well (AID 1619). recombinant M17LAP, H-Leu-NHMec fluorogenic kinetic assay; higher % means a stronger effect. inhibition, % at 30 µM, or IC50 in µM where a hit was titrated. 220,000 tested, 0.38% active;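 active = compound inhibiting the enzyme by more than half at any dose during confirmatory dose-response retesting; inconclusive = strong single-dose inhibitors picked by rank but not retested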;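 note: plate controls were full reaction with DMSO carrier for no effect and no enzyme background for full effect; strong numbers were not always called active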
Insulin prom up: MIN6 insulin promoter up-regulation; MIN6 insulin promoter-GFP reporter, high-content imaging; stronger effect = higher value; z-score at 5 µM; 190,000 tested, 0.3% active; AID 1625;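 active = z-score above 3 at 5 µM with at least 500 cells counted in the well; inconclusive = wells under 500 cells, flagged as cytotoxic or low count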
Dynein transport cytoplasmic EGFP: also measured in Dynein transport; calls as there; z-score; measured here: cytoplasmic GR-EGFP intensity; stronger effect = higher value
Dynein transport nuclear GR-EGFP: also measured in Dynein transport; calls as there; z-score; measured here: nuclear GR-EGFP intensity;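 lower value marks the stronger effect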
Dynein transport cell count: recorded beside Dynein transport, whose call it bears; z-score; measured here: cell count per field
Insulin prom up cell count: further read-out of Insulin prom up, marked with its call; cell count; measured here: cytotoxicity, nuclei count;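 total cells summed across four imaged fields per well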
b-catenin transl cell count 5 µM: recorded beside b-catenin transl, whose call it bears; cell count; measured here: cell count, cytotoxicity flag
MT stabilize HCS Hoechst-high %: recorded beside MT stabilize HCS, whose call it bears; % Hoechst-high responders; measured here: nuclear condensation Hoechst responders;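 share of cells brighter than vehicle mean plus two SD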
MT stabilize HCS cytotoxicity %: further read-out of MT stabilize HCS, marked with its call; toxicity, %; measured here: cytotoxicity by cell density;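 0% = mean cell density of plate MIN control wells and 100% = no cells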
Autophagy HCS cell loss 18 h: recorded beside Autophagy HCS, whose call it bears; toxicity, %; measured here: cell loss, nuclei count;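 cell loss after 18 h compound exposure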
* marks the source's active call; other numbers are inactive results; i = inactive; ? = inconclusive; nt = no result given. This is a random part of the collection; overall some 2.9% were active at least once.

SMILES	ER stress rescue	MT stabilize HCS	MT stabilize HCS Hoechst-high %	MT stabilize HCS cytotoxicity %	UTI89 phage lysis	b-catenin transl	b-catenin transl cell count 5 µM	Autophagy HCS	Autophagy HCS cell loss 18 h	Dynein transport	Dynein transport cytoplasmic EGFP	Dynein transport nuclear GR-EGFP	Dynein transport cell count	P. falciparum M1AAP	P. falciparum M17LAP	Insulin prom up	Insulin prom up cell count
CCOC(=O)Nc1ccc(C)cc1C	-0.7%	2.2	2.3	6.6	2.5%	nt	nt	i	-2	-0.59	-0.19	-0.36	0.83	9%	2%	nt	nt
CCn1cc(C2=NCC(C)O2)c2ccccc21 (stereo unspecified)	-2.7%	1.9	2.3	2.3	3.7%	nt	nt	i	6	-0.27	-0.15	0.017	-1	-3%	-8%	1.1	1343
O=C(N/N=C/C(Cl)=C/c1ccccc1)c1ccncc1	-1.1%	1.3	1.9	1.9	nt	-2.2	1070	i	-4	0.12	-0.16	-0.25	0.56	6%	34%	-0.78	1200
O=C(Nc1ccccc1Br)c1c(F)cccc1Cl	-2.2%	2.6	2.0	2.0	-0.5%	-1.4	872	i	-14	-0.23	-0.17	-0.18	-0.2	3%	13%	0.78	1050
COC(=O)C1CCN(C(=O)c2ccccc2Oc2ccccc2)CC1	-0.5%	4.6	2.4	9.2	0.2%	-0.7	1129	i	15	0.35	-0.18	0.48	-0.84	5%	7%	-0.1	1118
CC1(C)C2CCC1(C)C(OC(=O)c1ccc(O)cc1)C2 (stereo unspecified)	-2.4%	2.7	2.2	4.4	2.8%	-1.7	1175	i	2	-0.61	-0.24	-0.22	0.92	-1%	5%	-0.61	1315
COc1ccc(NC(=O)c2nn(C)c(=O)c3ccccc23)cc1S(=O)(=O)Nc1ccccc1Cl	-0.6%	4.2	2.1	1.3	0.0%	-0.1	1105	i	0	0.54	-0.2	0.35	0.048	11%	6%	-1.1	1185
CCCOc1ccc(C(=O)NCCO)cc1	2.2%	1.6	2.0	11	0.2%	-3.3	1222	i	-5	0.12	-0.38	0.14	0.39	9%	12%	nt	nt
CCOC(=O)c1ccc(Oc2nc(OC)cc(OC)n2)cc1	-1.2%	6.5	1.6	10	-1.3%	0.1	1153	i	-3	1	-0.26	0.83	-0.31	5%	3%	-0.41	1277
COc1ccc(OC)c(NC(=O)Cc2coc3ccc(C)cc23)c1	1.9%	3.3	1.5	4.3	5.2%	1.1	1039	i	-8	2.5	0.043	1.8	-2.9	-3%	-10%	0.25	1249
CC1CCN(CC(C)OC(=O)c2ccc3c(c2)OCCO3)CC1 (stereo unspecified)	-1.0%	6.6	2.4	4.6	2.7%	nt	nt	i	10	0.26	0.043	0.44	-0.9	8%	-4%	-2.1	908
COc1ccc(CCCc2n[nH]c(=S)o2)cc1C	-0.5%	2.5	2.0	1.0	0.4%	-0.3	917	i	2	0.97	-0.27	0.51	-0.42	1%	5%	-1.6	1360
Cn1cc(Br)c(C(=O)Nc2sc3c(c2C#N)CCC3)n1	nt	nt	nt	nt	nt	-2.3	1122	nt	nt	0.65	-0.26	-0.098	0.16	1%	-1%	-0.46	1346
Cc1ccc(NC(=O)C2CCCN2C(=O)Oc2ccccc2)cc1 (stereo unspecified)	-1.9%	1.5	2.7	30	1.2%	0.1	1062	i	5	-0.75	-0.23	-0.62	0.37	-3%	6%	-0.46	1164
CCCn1c(N2CCN(Cc3ccc(Cl)cc3)CC2)nc2ccccc21	4.3%	2.3	2.7	8.4	0.4%	0.7	1072	i	-1	0.53	-0.35	0.061	-0.7	0%	1%	-0.39	1081
CC1CCN(C(c2ccc(N(C)C)cc2)c2nnnn2Cc2ccccc2)CC1 (stereo unspecified)	-0.6%	4.0	1.6	3.7	0.2%	-3.5	694	i	-3	1.2	-0.17	0.77	-0.66	1%	-13%	-0.1	1171
CC(C)(C)NC(NC(=O)Cc1ccccc1)C(Cl)(Cl)Cl (stereo unspecified)	0.1%	1.4	1.0	8.2	-0.7%	-0.3	1392	i	6	-0.12	-0.19	-0.18	0.12	8%	1%	0.03	1610
O=C(Nc1cccc(-c2cn3ccccc3n2)c1)c1cccs1	-2.0%	1.6	2.5	8.2	3.4%	5.5	443	i	1	-1.1	-0.19	-0.37	1.1	3%	-7%	0.32	866
O=C(NC1=NCCS1)C1CC(=O)N(c2ccc(Cl)cc2)C1 (stereo unspecified)	0.1%	1.3	1.4	5.4	-0.2%	-0.4	1101	i	11	-0.21	-0.12	-0.62	0.79	3%	12%	0.24	1251
Cc1ccc(N2CC(C(=O)NCCCn3ccnc3)CC2=O)cc1 (stereo unspecified)	-5.1%	1.6	1.4	3.4	0.3%	-1.3	1119	i	7	0.82	-0.068	0.46	-0.53	-4%	-9%	0.17	1327
CCN(CC)C(=O)c1ccc(-c2ccccc2)cc1	-0.9%	4.4	2.2	1.0	9.1%	-2.6	567	i	-35	-0.17	-0.27	0.95	-0.27	3%	-8%	0.75	1061
CC(C)(C)c1ccc(-c2csc(NNC3=NCCCCC3)n2)cc1	2.2%	3.4	1.5	7.2	8.2%	-5.5	1313	i	-9	1.5	0.62	1.5	-0.78	1%	2%	-1.5	847
CC(=O)Nc1ccc2cc3ccc(NC(C)=O)cc3nc2c1	nt	nt	nt	nt	-0.4%	-0.2	1254	nt	nt	1.7	-0.25	0.58	-0.077	1%	-14%	2	1442
COc1cc(Br)c(Br)cc1N	nt	nt	nt	nt	0.4%	-0.1	1285	nt	nt	-0.83	-0.26	-0.46	1.3	-1%	17%	nt	nt
O=C(NCCCn1ccnc1)C(=O)NCC1OCCN1S(=O)(=O)c1ccccc1 (stereo unspecified)	-0.3%	2.7	2.1	8.0	0.1%	-1.1	1104	i	-11	0.66	-0.14	0.43	-1.1	-5%	22%	-0.95	1210

Next part
SMILES	ER stress rescue	MT stabilize HCS	MT stabilize HCS Hoechst-high %	MT stabilize HCS cytotoxicity %	UTI89 phage lysis	b-catenin transl	b-catenin transl cell count 5 µM	Autophagy HCS	Autophagy HCS cell loss 18 h	Dynein transport	Dynein transport cytoplasmic EGFP	Dynein transport nuclear GR-EGFP	Dynein transport cell count	P. falciparum M1AAP	P. falciparum M17LAP	Insulin prom up	Insulin prom up cell count
Cc1ccccc1CC1(CO)CCCN(Cc2ccc(C#CC(C)(C)O)cc2)C1 (stereo unspecified)	-0.4%	2.3	2.5	5.3	0.1%	1.1	1489	i	4	0.13	-0.04	-0.024	-1.1	0%	6%	nt	nt
CC(C)(C)NC(=O)C(c1ccccn1)N(C(=O)c1ccc2c(c1)OCCO2)C1CCCC1 (stereo unspecified)	-0.7%	1.1	1.2	6.7	3.4%	2.0	1032	i	-1	-0.31	-0.039	0.052	0.36	4%	1%	nt	nt
Cc1nc(-c2noc(-c3cccc(Cl)c3)n2)c(C(F)(F)F)o1	nt	nt	nt	nt	-0.1%	1.8	1026	nt	nt	2	-0.25	0.92	-1	-5%	-6%	-0.05	1347
CCC(=O)Nc1nnc(-c2cccs2)s1	-0.8%	5.3	3.3	4.7	-0.6%	-0.5	1483	i	5	-1.6	-0.3	-0.37	1	3%	-2%	0.86	1449
Nc1cccn2c(-c3ccc(Cl)c(Cl)c3)cnc12	-0.4%	5.1	3.8	1.7	-1.9%	2.7	1051	i	-3	-0.94	0.18	-0.047	0.57	?	2%	0.53	1198
Cc1ccc(C(=O)O/N=C/C2=C(Cl)c3ccccc3CC2)cc1	-3.6%	2.6	3.3	4.3	0.1%	-17	1220	i	2	0.86	-0.21	0.45	0.0063	6%	-4%	nt	nt
COc1ccccc1NC(=O)C1CC(=O)N(c2ccc(F)cc2)C1 (stereo unspecified)	nt	3.6	0.4	19	-0.1%	nt	nt	i	-3	-0.98	-0.26	-0.5	0.21	5%	-1%	-0.56	1245
COc1ccc(C(=O)OCC(=O)NC(=O)NC(C)C)cc1OC	nt	5.7	3.0	3.0	-0.5%	1.8	1013	i	-6	0.49	0.068	0.7	-0.039	-1%	-3%	-0.09	1169
C=CCn1c(SCc2ccc([N+](=O)[O-])cc2)nnc1C(C)NC(=O)c1ccccc1 (stereo unspecified)	-1.9%	1.6	1.2	4.7	3.5%	1.7	1313	i	-1	-0.22	-0.12	-0.29	0.53	1%	-3%	1.2	1554
Cc1[nH]n(-c2cccc([N+](=O)[O-])c2)c(=O)c1-c1ccccc1	nt	2.9	1.8	6.4	0.3%	-0.8	1078	i	7	0.085	-0.2	0.37	0.24	5%	6%	-0.95	1048
O=C(C1CCCO1)N(c1cccc(Cl)c1)C1C=CS(=O)(=O)C1 (stereo unspecified)	5.0%	2.5	2.5	11	-0.9%	nt	nt	i	7	0.17	-0.22	0.28	0.26	-2%	2%	-0.02	1268
